TRPC6 inhibitor = mouse TRPC6 channel inhibitors, primary screen, cell-based, HEK293, membrane potential dye | Short transient receptor potential channel 6 (Mus musculus), Q61143 | ACh-evoked depolarization; stronger effect = lower value | B-score at 10 µM | hit rate 1.1% among 310,000 | AID 2553, 2010;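 active means B-score under library mean minus 3 SD, initial fluorescence not abnormally high, positive integrated signal ratio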;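 further: B-score derived from integrated fluorescence ratio over the kinetic read; more negative B-score means stronger inhibition of depolarization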
IEC-6 tox = cytotoxicity in IEC-6 intestinal epithelial cells, primary screen, cytotoxicity control for KLF5 inhibitor project, cell-based, luminescence. IEC-6 cytotoxicity, luminescence viability. inhibition, % at 5 µM. hit rate 0.78% among 290,000; in the data active means inhibition above about 22%;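 further: 0% = plate median of test compound wells and 100% = cytotoxic reference compound wells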
TRPC4 act = activators of mouse TRPC4 channel, primary screen, Fluo4 calcium, HEK293 TRPC4beta/mu-opioid cells; Short transient receptor potential channel 4 (Mus musculus), Q9QUQ5; Fluo4 calcium fluorescence; stronger effect = higher value; B-score at 10 µM; hit rate 0.49% among 310,000; AID 2237, 2010;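 active means B-score above 5 SD of library B-scores, and initial fluorescence ratio not above library mean plus 5 SD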;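 further: positive B-score marks a calcium rise read as TRPC4 activation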
Target sequence (Q9QUQ5 whole entry, looked up): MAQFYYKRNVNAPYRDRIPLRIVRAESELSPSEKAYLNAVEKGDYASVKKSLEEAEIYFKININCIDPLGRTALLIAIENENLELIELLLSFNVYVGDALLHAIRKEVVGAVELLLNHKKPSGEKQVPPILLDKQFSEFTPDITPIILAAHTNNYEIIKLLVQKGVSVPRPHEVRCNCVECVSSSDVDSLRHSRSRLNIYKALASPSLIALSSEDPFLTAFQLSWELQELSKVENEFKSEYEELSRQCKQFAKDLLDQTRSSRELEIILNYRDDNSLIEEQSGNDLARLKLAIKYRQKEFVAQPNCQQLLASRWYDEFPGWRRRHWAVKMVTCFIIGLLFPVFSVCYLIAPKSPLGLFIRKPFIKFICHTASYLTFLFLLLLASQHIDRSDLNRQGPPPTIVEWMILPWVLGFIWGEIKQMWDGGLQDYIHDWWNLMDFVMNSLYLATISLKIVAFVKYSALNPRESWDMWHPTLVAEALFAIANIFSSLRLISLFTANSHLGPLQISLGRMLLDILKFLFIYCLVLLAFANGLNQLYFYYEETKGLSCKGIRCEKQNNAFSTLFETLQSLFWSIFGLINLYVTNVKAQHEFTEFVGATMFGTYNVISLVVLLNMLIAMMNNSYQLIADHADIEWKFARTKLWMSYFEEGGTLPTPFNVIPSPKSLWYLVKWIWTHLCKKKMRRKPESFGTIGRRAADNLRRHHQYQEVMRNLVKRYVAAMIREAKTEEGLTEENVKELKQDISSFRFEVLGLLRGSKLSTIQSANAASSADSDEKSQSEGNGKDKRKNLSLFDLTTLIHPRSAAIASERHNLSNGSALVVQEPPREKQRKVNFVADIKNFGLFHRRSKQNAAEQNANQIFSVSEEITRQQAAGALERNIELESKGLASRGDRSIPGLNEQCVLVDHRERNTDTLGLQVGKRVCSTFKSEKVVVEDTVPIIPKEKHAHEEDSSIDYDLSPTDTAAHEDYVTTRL
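Assay system: HEK293 cells stably co-expressing mouse TRPC4beta and mu-opioid receptor / Timing: Fluo4 dye loading 45 min at room temperature, 110 s recording / Signal: Fluo4 calcium-sensitive dye fluorescence, kinetic, 1 Hz baseline / Read-out: integrated baseline-normalised fluorescence ratio, converted to per-well B score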
KLF5 inh = KLF5 expression inhibitors, primary screen, DLD-1 cells, luminescence; hit rate 0.23% among 290,000; inhibition, % at 5 µM; DLD-1 KLF5 promoter-luciferase reporter;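 active means inhibition above a per-plate limit of that plate's mean compound inhibition plus 3 SD, cut at about 60% in these data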;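 further: 0% = DMSO wells and 100% = LY294002 at 200 µM; higher means less KLF5 promoter-driven luciferase light; inactives centre near -14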
TRPC6 activator = mouse TRPC6 channel activators, primary screen, cell-based, HEK293, membrane potential dye; HEK293-TRPC6 membrane potential dye fluorescence; stronger effect = higher value; hit rate 0.13% among 310,000; B-score at 10 µM; Short transient receptor potential channel 6 (Mus musculus), Q61143;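 active means B-score of the integrated fluorescence ratio above library mean plus 3 SD, and starting fluorescence ratio within library mean plus 5 SD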;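 further: higher score means more depolarization so channel activation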
HIF act = HIF pathway transcriptional activators, primary screen, cell-based, U2OS HRE-luciferase, luminescence; U2OS HRE-luciferase reporter; normalized: DMSO 0%, desferrioxamine 100%; activation, % at 7.5 µM (by protocol); hit rate 0.32% among 300,000; AID 1910, 2009;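 active means mean activation of at least 10% of the iron chelator positive control signal, with at least half of replicates also reaching 10%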
TRPC4 PAM = positive allosteric modulators of TRPC4, primary screen, cell-based, mouse TRPC4beta, HEK293 mu-opioid, Fluo-4 calcium. DAMGO EC20, Fluo-4 Ca2+ flux; stronger effect = higher value. AID 2227, 2009. Short transient receptor potential channel 4 (Mus musculus), Q9QUQ5. B-score at 10 µM. hit rate 0.42% among 310,000;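 active means B-score of calcium response area above 5 SD of library B-scores, with initial fluorescence ratio within 5 SD of library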;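 further: B-score of integrated fluorescence ratio over time as area under calcium response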
SKKanGAS inh = S. pyogenes SKKanGAS growth inhibitors in kanamycin, primary screen, streptokinase expression inhibitor project, SKKanGAS strain, BacTiter-Glo luminescence; 6 h; inhibition, % at 7.5 µM; hit rate 1.3% among 300,000;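 active means mean replicate score, as percent of positive control median, at least 50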;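 further: strain carries kanamycin resistance gene driven by streptokinase promoter and grows in 40 µg/ml kanamycin; loss of luminescence reflects streptokinase promoter inhibition or plain growth inhibition; 0% = median of DMSO wells and 100% = positive control at its reference dose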
aSyn 5UTR inh = MLPCN primary screen, SNCA 5' untranslated region. alpha-synuclein 5'UTR reporter, inhibitor activity. inhibition, % (tested at 7.5 µM). hit rate 0.82% among 300,000; in the data active means inhibition above about 60%;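 further: H4 neuroglioblastoma cells stably carrying SNCA 5'UTR luciferase fusion; 0% = DMSO wells and 100% = positive control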
MrgX1 antagonist = antagonists of human MrgX1 receptor, primary screen, HEK293 cells, Fluo-4 calcium flux. BAM8-22 antagonism; stronger effect = lower value. B-score at 10 µM. AID 588676, 2011. hit rate 1.3% among 310,000;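 active means calcium-response B-score plate-corrected more than 3 library SD below zero, starting fluorescence within 5 deviations, no agonist response on first addition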;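 further: peak minus trough fluorescence over baseline after final BAM8-22 challenge near maximal dose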
TRPC4 block = inhibitors of mouse TRPC4 channel, primary screen, Fluo4 calcium, HEK293 TRPC4beta/mu-opioid cells | hit rate 0.39% among 300,000 | B-score at 10 µM | Short transient receptor potential channel 4 (Mus musculus), Q9QUQ5 | AID 2247, 2010 | DAMGO-evoked Fluo4 calcium flux; stronger effect = lower value;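 active means B-score over 3 SD under the library average, no early fluorescence shift, positive overall ratio signal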
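Assay system: TRPC4beta/mu-opioid receptor HEK293 cell line; compound dosing: single concentration per test compound; detection: Fluo4 Ca2+ flux fluorescence; evaluation: per-well B score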
Numbers without * were called inactive; i = inactive; / = not tested or not shown.

SMILES | TRPC6 inhibitor | IEC-6 tox | TRPC4 act | KLF5 inh | TRPC6 activator | HIF act | TRPC4 PAM | SKKanGAS inh | aSyn 5UTR inh | MrgX1 antagonist | TRPC4 block
Cc1ccc(CNC(=O)c2ccc(N3CCC4(CC3)CC(c3ccccc3)=NO4)c(NC(=O)c3ccc(Cl)c([N+](=O)[O-])c3)c2)cc1 | i | / | i | / | i | 0.0 | i | 13 | 16 | i | i
CCn1c(=O)c(C(=O)Nc2ccccn2)c(O)c2ccccc21 | i | -2 | i | -20 | i | -0.1 | i | -21 | -60 | i | i
CC(=O)Nc1ccc(NC(=O)COc2ccc(-c3ccc(C#N)cc3)cc2)cc1 | i | / | i | / | i | 0.0 | i | -5 | -1 | i | i
Cn1nc2c(c1C(=O)O)CCCC2 | i | -3 | i | -24 | i | -0.5 | i | 0 | -11 | i | i
COc1cccc(-n2c(SCC(=O)NC3CCCC3)nnc2-c2ccco2)c1 | i | 6 | i | 1 | i | 1.2 | i | -4 | -23 | i | i
COCCNc1nc(C)c(C(C)=O)s1 | i | -2 | i | 18 | i | 0.3 | i | -8 | -11 | i | i
Cc1ccc(N2CC(C(=O)OCC(=O)c3ccc[nH]3)CC2=O)cc1 (stereo unspecified) | i | / | i | / | i | 0.3 | i | -3 | 11 | i | i
CSCCC1C(=O)OC2(C)CC(C)(C)NC(=S)N12 (stereo unspecified) | i | -1 | i | -16 | i | -0.9 | i | -3 | 1 | i | i
O=CNC(n1cnc2c(N3CCOCC3)ncnc21)C(Cl)(Cl)Cl (stereo unspecified) | i | -4 | i | 10 | i | -0.5 | i | 1 | 15 | i | i
COc1ccc(S(=O)(=O)CCC(=O)Nc2c(C)cccc2C)cc1 | i | -4 | i | -30 | i | -30 | i | -2 | 3 | i | i
O=C(Nc1ccc(OCC(=O)N2CCOCC2)cc1)c1cc(F)c(F)cc1Cl | i | -10 | i | -9 | i | 0.7 | i | 0 | 1 | i | i
COc1ccc(C(=O)NC(=S)Nc2cccc(NC(=O)c3ccco3)c2)cc1[N+](=O)[O-] | i | 0 | i | -31 | i | 0.7 | i | 21 | 19 | i | i
Cc1ccc(/C(O)=C2\C(=O)C(=O)N(CCc3c[nH]c4ccccc34)C2c2cccnc2)cc1 (stereo unspecified) | i | -9 | i | -21 | i | -0.6 | i | 0 | 9 | i | i
CC(C)C(c1nnnn1C1CCCC1)N1c2ccccc2CC1C (stereo unspecified) | i | -1 | i | -34 | i | -0.1 | i | 0 | 6 | i | i
CCn1nc(C)cc1C(=O)N1CCCC(N2CCN(c3cccc(Cl)c3)CC2)C1 (stereo unspecified) | i | -4 | i | -22 | i | 0.0 | i | -1 | 0 | i | i
Cc1cc(C)c(NC(=O)Nc2ccc3c(c2)OCO3)c(C)c1 | i | 4 | i | -52 | i | 1.0 | i | -1 | -71 | i | i
CC(C)(C)c1ccc(C(=O)Nc2ccc(C(=O)NCc3cccnc3)cc2)cc1 | i | 98* | i | 20 | i | 0.6 | i | -6 | 57 | i | i
O=C(CSCc1ccc(Cl)cc1)Nc1nccs1 | i | -5 | i | -11 | i | -0.2 | i | -3 | -2 | i | i
N/C(=N\OC(=O)c1ccccc1F)c1cccc([N+](=O)[O-])c1 | i | 5 | i | -139 | i | 2.4 | i | -2 | -183 | i | i
Cc1ccc(OCC(=O)Nc2cccnc2Cl)cc1C | i | -10 | i | -13 | i | 1.8 | i | -6 | -57 | i | i
Cc1c(C=C2C(=O)c3ccccc3C2=O)cc(C#N)n1C | i | 2 | i | -3 | i | -0.3 | i | -17 | 7 | i | i
COC(=O)c1ccc(OC(=O)CCN2c3ccccc3Sc3ccccc32)cc1 | i | -5 | i | -13 | i | 0.0 | i | -11 | -16 | i | i
CC(C)NC(=S)NCc1cccnc1 | i | -3 | i | -42 | i | 0.0 | i | -9 | 12 | i | i
COc1ccc(OC)c(S(=O)(=O)NC(N)=NCCc2ccccc2)c1 | i | 0 | i | -24 | i | -0.2 | i | -5 | 9 | i | i
COc1ccccc1/C=C/C(=O)NNC(=O)c1cccs1 | i | 0 | i | -54 | i | 1.6 | i | 2 | -45 | i | i
O=C(c1nc2ccc(Cl)cn2c1CNCCc1cnccn1)N1CCCCCCC1 | i | 3 | i | -11 | i | -0.1 | i | -6 | 6 | i | i
O=C(CCCCCNc1nc(=S)[nH]c2ccccc12)N1CCN(c2ccccn2)CC1 | i | 1 | i | -18 | i | -0.2 | i | 6 | 26 | i | i
O=C1c2ccccc2C(Nc2ccc(Cl)cn2)N1Cc1ccccc1 (stereo unspecified) | i | -2 | i | -1 | i | -0.3 | i | 7 | 8 | i | i
COC(=O)c1cc(OC)c(OC)cc1NCC(=O)Nc1ccc(OC)c(OC)c1 | i | 4 | i | -7 | i | -0.4 | i | -9 | 10 | i | i
Cn1c(NC(=O)/C=C\c2ccccc2)cc(=O)n(C)c1=O | i | 3 | i | -2 | i | 2.4 | i | 4 | -137 | i | i
Cc1ccc(CNS(=O)(=O)c2ccc(F)c(F)c2)n1C | i | 0 | i | -30 | i | 1.8 | i | 7 | -10 | i | i
CCC1(CC)NC(=O)N(Cc2nc3ccccc3s2)C1=O | i | -4 | i | -39 | i | 0.9 | i | -4 | -55 | i | i
Cc1nn(-c2ccccc2)c(Cl)c1/C=N/Nc1ccc(Cl)c(C(=O)O)c1 | i | -1 | i | -75 | i | -3.5 | i | 11 | -14 | i | i
CCn1ccc(C(=O)NC2=C(C#N)CCC2)n1 | i | -3 | i | 8 | i | -1.8 | i | 2 | 8 | i | i
O=S(=O)(/C=C/c1ccccc1)NC1CCCCCCC1 | i | -2 | i | -13 | i | 0.1 | i | 0 | 21 | i | i
Cc1ccc(C)c(Cn2nnc3c(=O)[nH]c(C4CCCN(C(=O)C5CCCCC5)C4)nc32)c1 (stereo unspecified) | i | -3 | i | -17 | i | 0.0 | i | 17 | 10 | i | i
Cc1cc(C(=O)Nc2cccc([N+](=O)[O-])c2)c(C)o1 | i | 1 | i | 13 | i | 2.8 | i | 4 | -4 | i | i
CCc1cccc(CC)c1NC(=S)NCCc1c(C)[nH]c2ccccc12 | i | -4 | i | -5 | i | 0.1 | i | 7 | 24 | i | i
COc1ccc(N2C(=O)CC(N3CCN(c4nc5ccccc5s4)CC3)C2=O)cc1 (stereo unspecified) | i | 3 | i | 5 | i | -0.3 | i | 1 | 9 | i | i
CC(=O)NC1C(=O)N=C(SC(C)C(=O)Nc2cccc(Cl)c2)NC1=O (stereo unspecified) | i | 0 | i | -5 | i | 0.0 | i | 0 | -22 | i | i
CC1=C/C(=N\NC(=S)Nc2cccnc2)CC(C)(C)C1 | i | 29* | i | -8 | i | -2.2 | i | 16 | -25 | / | i
O=C(NC1CCCC1)C1CCN(S(=O)(=O)N2CCCCC2)CC1 | i | 7 | i | -19 | i | -0.5 | i | 0 | 5 | i | i
O=C(CNCCO)NC12CC3CC(CC(C3)C1)C2 | i | -2 | i | -18 | i | -0.4 | i | 7 | 11 | i | i
OC(COc1ccc(Cl)cc1)CSc1ccccn1 (stereo unspecified) | i | -1 | i | -69 | i | 2.0 | i | -3 | -90 | i | i
CC(C)(C)[C@H]1C=C(C(=O)N2CCN(Cc3ccccc3)CC2)O[C@@H](OCc2ccc(CO)cc2)C1 | i | -10 | i | -21 | i | -0.3 | i | 4 | -3 | i | i
OC(CNCc1cccnc1)COc1ccc2ccccc2c1 (stereo unspecified) | i | 4 | i | -34 | i | -0.7 | i | -5 | 20 | i | i
NS(=O)(=O)c1ccc(CNC(=O)C23CC4CC(CC(C4)C2)C3)cc1 | i | 0 | i | -20 | i | -0.2 | i | 18 | 12 | i | i
C[C@H](NC(=O)[C@@H]1CSC2c3ccccc3C(=O)N21)C(=O)NCCc1ccc(F)cc1 (stereo partly specified) | i | -5 | i | -14 | i | 0.3 | i | -2 | 4 | i | i

Nine entries out of the list, sorted by heavy-atom count, smallest number first:
SMILES | TRPC6 inhibitor | IEC-6 tox | TRPC4 act | KLF5 inh | TRPC6 activator | HIF act | TRPC4 PAM | SKKanGAS inh | aSyn 5UTR inh | MrgX1 antagonist | TRPC4 block
O=C(CNCCO)NC12CC3CC(CC(C3)C1)C2 | i | -2 | i | -18 | i | -0.4 | i | 7 | 11 | i | i
OC(COc1ccc(Cl)cc1)CSc1ccccn1 (stereo unspecified) | i | -1 | i | -69 | i | 2.0 | i | -3 | -90 | i | i
CC1=C/C(=N\NC(=S)Nc2cccnc2)CC(C)(C)C1 | i | 29* | i | -8 | i | -2.2 | i | 16 | -25 | / | i
OC(CNCc1cccnc1)COc1ccc2ccccc2c1 (stereo unspecified) | i | 4 | i | -34 | i | -0.7 | i | -5 | 20 | i | i
NS(=O)(=O)c1ccc(CNC(=O)C23CC4CC(CC(C4)C2)C3)cc1 | i | 0 | i | -20 | i | -0.2 | i | 18 | 12 | i | i
CC(=O)NC1C(=O)N=C(SC(C)C(=O)Nc2cccc(Cl)c2)NC1=O (stereo unspecified) | i | 0 | i | -5 | i | 0.0 | i | 0 | -22 | i | i
CCc1cccc(CC)c1NC(=S)NCCc1c(C)[nH]c2ccccc12 | i | -4 | i | -5 | i | 0.1 | i | 7 | 24 | i | i
C[C@H](NC(=O)[C@@H]1CSC2c3ccccc3C(=O)N21)C(=O)NCCc1ccc(F)cc1 (stereo partly specified) | i | -5 | i | -14 | i | 0.3 | i | -2 | 4 | i | i
CC(C)(C)[C@H]1C=C(C(=O)N2CCN(Cc3ccccc3)CC2)O[C@@H](OCc2ccc(CO)cc2)C1 | i | -10 | i | -21 | i | -0.3 | i | 4 | -3 | i | i

From PubChem BioAssay

Rows were taken by chance; any-hit rate near 5.8%.
